EP2 antag – EP2 receptor (human) inhibition; P43116; C6 glioma cells expressing human EP2, cAMP TR-FRET; cells stimulated with saturating PGE2; inhibition, % at 25 µM; hit rate 0.52% among 260,000; AID 1422;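 active means percent inhibition above 40 after rounding to a whole number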;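 further: rat C6 glioma host cells with rolipram phosphodiesterase inhibitor present; the protocol text gives 20 µM as final concentration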
RBBP9 inh – blocks human serine hydrolase RBBP9; O75884; recombinant RBBP9, FP-Rh probe fluorescence polarization; inhibition, % at 7.94 µM; hit rate 0.2% among 220,000;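 active means inhibition above the campaign mean of all tested compounds plus 3 SD, cut at about 14% in these data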;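 further: plate controls were DMSO wells with RBBP9 for no effect and wells lacking RBBP9 protein for full effect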
Target sequence (O75884 whole entry, looked up): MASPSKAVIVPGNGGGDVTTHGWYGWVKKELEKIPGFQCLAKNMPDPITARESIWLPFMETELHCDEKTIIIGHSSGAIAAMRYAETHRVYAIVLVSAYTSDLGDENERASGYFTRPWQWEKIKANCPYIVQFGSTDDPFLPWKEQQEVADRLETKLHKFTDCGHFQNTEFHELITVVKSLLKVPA
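System: RBBP9 protein / Quantity: 2.5 µM RBBP9 dispensing solution, before mixing / Also added: Serine-hydrolase probe FP-Rh, 375 nM pre-mixing / Dosing: 7.94 µM single dose, 0.794% DMSO / Timing: enzyme-compound preincubation 30 min, then probe labeling 45 min, 25 °C / Signal: FP readout at 525/598 nm / Controls: DMSO-treated enzyme wells and wells lacking RBBP9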
Furin inhibitor – inhibitors of human furin. hit rate 0.061% among 220,000. AID 463115. purified furin, fluorogenic substrate cleavage. inhibition, % at 30 µM. P09958; in the data active means inhibition above about 25%; further: inactives centre near -15
Target sequence (P09958 108-714 limits assumed): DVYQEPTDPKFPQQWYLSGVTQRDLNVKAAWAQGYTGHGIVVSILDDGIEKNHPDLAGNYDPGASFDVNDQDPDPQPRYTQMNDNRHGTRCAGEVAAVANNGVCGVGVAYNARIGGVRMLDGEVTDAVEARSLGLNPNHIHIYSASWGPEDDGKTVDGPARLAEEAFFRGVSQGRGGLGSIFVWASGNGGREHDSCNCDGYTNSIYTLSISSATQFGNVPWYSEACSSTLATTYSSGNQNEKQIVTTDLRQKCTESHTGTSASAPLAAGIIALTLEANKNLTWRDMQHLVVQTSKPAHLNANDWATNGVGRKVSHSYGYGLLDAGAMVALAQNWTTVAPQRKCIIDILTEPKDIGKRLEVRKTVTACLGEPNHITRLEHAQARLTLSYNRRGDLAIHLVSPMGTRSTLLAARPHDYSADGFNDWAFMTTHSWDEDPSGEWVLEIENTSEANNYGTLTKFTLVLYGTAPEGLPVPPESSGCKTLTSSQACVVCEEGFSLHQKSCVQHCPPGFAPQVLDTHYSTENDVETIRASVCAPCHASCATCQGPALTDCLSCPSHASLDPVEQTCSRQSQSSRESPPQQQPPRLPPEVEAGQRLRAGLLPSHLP
BaF3 parental – counter-screen for JAK2V617F inhibitors: parental Ba/F3 viability inhibitors; CellTiter-Glo ATP luminescence; inhibition, % at 5.6 µM; hit rate 1.1% among 220,000;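 active means inhibition above a per-campaign cutoff, the mean inhibition of all tested compounds plus 3 SD, cut at about 27% in these data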;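 further: 0% = DMSO wells and 100% = JAK Inhibitor I control wells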
p97 inhibitor – blocks human p97 ATPase activity | recombinant p97 ATPase, Kinase-Glo ATP luminescence, 3 h | inhibition, % at 8 µM | hit rate 0.42% among 220,000 | AID 1481; in the data active means inhibition above about 15%;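 further: 0% = DMSO vehicle and 100% = wells lacking enzyme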
Ba/F3 V617F tox – lowers viability of Ba/F3 cells expressing EpoR and JAK2V617F; ATP luminescence; inhibition, % at 5.6 µM; hit rate 1.1% among 220,000; AID 1446;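 active means inhibition above the campaign mean plus 3 SD over all tested compounds, cut at about 24% in these data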;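 further: cytokine-independent growth of Ba/F3 cells driven by EpoR plus mutant JAK2; 0% = DMSO-treated cells and 100% = JAK inhibitor I control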
NCF1 inh – p47phox (human) inhibition; P14598; p47phox/p22phox peptide binding, fluorescence polarization, 2 h; inhibition, % at 24.7 µM; hit rate 0.53% among 220,000;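 active means inhibition above about 30%, limit read from the data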;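 further: 0% = p47phox with labelled peptide and 100% = labelled peptide alone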
TbHK1 inh – T. brucei hexokinase 1 inhibition | recombinant TbHK1, G6PDH-coupled NADH A340 | inhibition, % at 10 µM | hit rate 0.11% among 220,000 | AID 1430;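 active means inhibition of 50% or more in the single-dose primary screen; inactive means inhibition below 50%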
PPC-1+TRAIL kill – compounds killing PPC-1 cancer cells with TRAIL present (potentiator screen, no TRAIL-free arm) | PPC-1 cells + TRAIL, ATPLite viability luminescence | cell killing (% activity), % at 4 µM | hit rate 0.41% among 220,000 | AID 1443;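 active means cell killing above 50% in the first pass at 4 µM, then a duplicate retest at 5 µM averaging 50% or more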;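 further: plate controls were cells with TRAIL plus DMSO for no effect and medium-only wells lacking cells for full effect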
Starred values were filed as active, the others as inactive; x = not tested or not shown; & = joins results of further samples; [ ] = remark or other dose.

SMILES	EP2 antag	RBBP9 inh	Furin inhibitor	BaF3 parental	p97 inhibitor	Ba/F3 V617F tox	NCF1 inh	TbHK1 inh	PPC-1+TRAIL kill
CCN(CC)CCNCc1nc2ccccc2c(=O)n1-c1ccc(F)cc1	19	-11	-18	2	-7	2	-9	-2	18
Cc1ccccc1-n1c(O)c(/C=N/NC(=O)c2ccccc2O)c(=O)[nH]c1=S	6	-3	0	-4	8	-3	-166	-12	2
C=C[C@@H]1C[C@@]1(C)[C@@H](NP(=O)(c1ccccc1)c1ccccc1)c1ccccc1	8	-4	-10	7	3	-1	-6	-2	9
CCOC(=O)C1=C(N)OC2=C(C(=O)CCC2)C12C(=O)Nc1ccccc12 (centres undefined)	11	-4	-1	7	-3	10	-7	3	-4
N=C1C(c2ccccc2)=C(O)CN1Cc1ccco1	6	4	-25	1	0	2	-10	2	7
Nc1c(C(=O)NCCc2ccccc2)c2nc3ccccc3nc2n1CCN1CCOCC1	4	-2	-23	8	-5	2	-28	-15	21
CCOP(=O)(OCC)C(Cc1ccccc1)NC(C)=O (centres undefined)	7	-5	-25	-7	8	-2	0	-4	15
C=CCn1c(O)c(C(C)=NCCc2c[nH]c3ccccc23)c(=O)[nH]c1=O	9	-12	-15	-2	6	-2	-8	-9	13
Nc1c(C(=O)OCC2CCCO2)c2nc3ccccc3nc2n1Cc1cccs1 (centres undefined)	8	-10	-22	8	-7	-1	-47	-18	5
Oc1ccc(/C=N/NP(=S)(c2ccccc2)c2ccccc2)cc1	2	-8	-3[20 µM]	5	-6	3	-41	0	22
CC(=O)OC1(c2ccccc2)CCN(C)CC1(C)C (centres undefined)	1	-9	-6	2	-5	5	7	8	-20
CCc1cc2c(N3CCN(C)CC3)ncnc2s1	15	-4	-20[20 µM]	2	-3	-4	-17	-4	31
COc1ccc2c(c1)c(CCN)c(C)n2Cc1ccccc1	15	-9	-7	-2	-3	2	-19	-7	16
Cc1cc(N(CCCl)CCCl)ccc1/C=N/NC(=O)c1ccco1	x	2	-1[20 µM]	7	5	0	-24	-31	26
O=C(CCl)Nc1nccs1	9	4	-1	-1	6	-7	-6	-8	26
Cc1ccc2c(c1)CC1(CN2C)C(=O)NC(=O)N(c2ccc(C)c(C)c2)C1=O (centres undefined)	6	-5	-14	4	-9	1	-2	3	6
COc1ccc2c(c1)CC1(CN2C)C(=O)NC(=O)N(CCc2ccccc2)C1=O (centres undefined)	12	-1	-22	0	7	-2	-5	2	-26
CCCCOC(=O)C1=C(N)OC2=C(C(=O)CCC2)[C@]12C(=O)N(C)c1ccccc12	11	6	-22	4	2	-5	-4	-6	15
CC1(C)N(O)C2CCCCC2N1O (centres undefined)	5	-4	0	-1	2	-4	1	-3	-5
OC1(CN2CCOCC2)C2CC3CC(C2)CC1C3 (centres undefined)	12	-4	-22	3	4	-2	0	4	1
CCN1CCN(c2nc3ccccc3s2)CC1	2	-2	-24[20 µM]	5	2	-1	-15	5	16
Cc1cccn2c(=O)c3c(nc12)N1CCC(Cc2ccccc2)CC1C1(C3)C(=O)N(C)C(=O)N(C)C1=O (centres undefined)	10	-2	-2	3	-3	-2	-189	-14	12
COc1cc2[nH]c(=S)n(-c3ccccc3)c(=O)c2cc1OC	4	3	-4	-3	1	1	-5	-14	7
CCCCCCN=C(C)c1c(O)n(Cc2ccccc2)c(=O)[nH]c1=O	10	1	-4[20 µM]	2	-2	-5	-5	-4	2
COc1ccc(CN2CCN(c3ccccc3F)CC2)cc1O	11	-8	-23[20 µM]	5	2	-3	-3	11	-27

(continued)
SMILES	EP2 antag	RBBP9 inh	Furin inhibitor	BaF3 parental	p97 inhibitor	Ba/F3 V617F tox	NCF1 inh	TbHK1 inh	PPC-1+TRAIL kill
CCOc1cc(/C=C2\C(=O)NC(=O)N(CCc3ccc(F)cc3)C2=O)ccc1O	9	-1	-22	-2	1	3	-34	-53	3
CCOC(=O)CNC(=O)CSP(=S)(OCC)OCC	2	-13	-37	4	-1	0	-6	17	11
Cc1ccc(C(=O)N/C(=C\Cl)P(=O)(c2ccccc2)c2ccccc2)cc1	5	-11	-19	6	5	-1	-7	23	14
O=C(Nc1ccccc1)N1CC2CC(C1)c1cccc(=O)n1C2 (centres undefined)	10	0	-13	7	0	0	0	-8	-14
Cc1cc(OCc2nn[nH]n2)c2c3c(c(=O)oc2c1)CCCC3	8	4	-30	0	11	0	-6	2	10
O=c1c2ccccc2nc(-c2ccc(-c3ccccc3)cc2)n1-c1ccncc1	5	8	0[20 µM]	2	3	1	2	-5	-3
COCCNCCOc1ccc(C(C)(C)c2ccccc2)cc1	17	-7	-16	1	1	-1	3	6	41
CC1CCCCN1Cc1c[nH]c2ccccc12 (centres undefined)	12	-8	-10	-7	7	1	-9	0	-38
O=S1(=O)CC2(N3CCOCC3)CCCCCCC21 (centres undefined)	5	3	-14	-2	2	-2	-8	0	13
CCCCCCn1c(O)c(C=NC2CCCCC2N)c(=O)[nH]c1=O (centres undefined)	14	1	-9	93*	-1	3	-14	39	15
N#CC(C#N)=Cc1ccc(C=C(C#N)C#N)cc1	18	-4	-9	-3	5	-1	-4	3	16
O[C@H]1[C@H](O)[C@@H](O)CN2CC[C@H](O)[C@H]12	12	-6	-20	5	4	-1	-14	3	11
Cc1ccccc1N1C(=O)NC(=O)/C(=C\c2ccc3c(c2)CCCN3Cc2ccccc2)C1=O	6	-12	-23	1	2	-4	-255	-10	23
CCN(CC)c1ccc(CN(C)CCc2ccc(OC)c(OC)c2)cc1	6	-2	-19[20 µM]	-1	-1	-3	0	2	-18
O=C1C=Cc2ccccc2C1=O	19	3	-9	8	10	2	23	41	4
Cc1ccc2c(c1)C1CN(C)CCC1N2C(=O)c1cccs1 (centres undefined)	5	4	-25	-3	0	2	-10	1	-2
O=C(c1cccn2c(=O)c3ccccc3nc12)N1CCC2(CC1)OCCO2	13	7	-31[20 µM]	-1	4	-4	-13	-25	10
Cc1ccccc1-n1c(O)c(/C=N/N2CCOCC2)c(=O)[nH]c1=S	6	1	-9	1	6	-5	-126	-34	14
Cc1c(N=Cc2c(O)n(Cc3ccccc3)c(=O)[nH]c2=O)c(=O)n(-c2ccccc2)n1C	8	-2	9	3	2	1	-7	-20	14
O=C(c1ccc(N2CC3CC(C2)c2cccc(=O)n2C3)c([N+](=O)[O-])c1)N1CCCC1 (centres undefined)	7	-4	-26	4	3	-4	-3	0	-8
O=C(O)CCn1cc(C=C2C(=O)NC(=S)NC2=O)c(-c2cc3ccccc3oc2=O)n1	10	-3	-18	5	3	1	-53	-7	19
O=C(c1csc2c1CCCCC2)N1CCC2(CC1)OCCO2	16	-2	-7	-4	3	-4	-8	7	10
S=C(c1ccc(Cl)cc1)N1CCOCC1	8	-7	-13	-2	-6	-2	-4	1	16
O=C1CCCN1CC#CCN1CCCC1	3&9&10	-9	-29	0	5	-5	-10	-1	-4
O=c1[nH]c(=S)n(Cc2ccc(F)cc2)c(O)c1C=NCCCn1ccnc1	10	-6	2	1	4	-2	-7	-72	2

2 successive records out of the list so far, quoted:
SMILES	EP2 antag	RBBP9 inh	Furin inhibitor	BaF3 parental	p97 inhibitor	Ba/F3 V617F tox	NCF1 inh	TbHK1 inh	PPC-1+TRAIL kill
CCOc1cc(/C=C2\C(=O)NC(=O)N(CCc3ccc(F)cc3)C2=O)ccc1O	9	-1	-22	-2	1	3	-34	-53	3
CCOC(=O)CNC(=O)CSP(=S)(OCC)OCC	2	-13	-37	4	-1	0	-6	17	11

Remaining list, next part.
SMILES	EP2 antag	RBBP9 inh	Furin inhibitor	BaF3 parental	p97 inhibitor	Ba/F3 V617F tox	NCF1 inh	TbHK1 inh	PPC-1+TRAIL kill
CCCCCCN=C(C)c1c(O)n(CCCC)c(=O)[nH]c1=O	11	4	-19	0	0	-1	-11	-1	-12
Cn1c(O)c(C(=O)c2ccccc2Cl)c(=O)n(C)c1=O	6	-5	-22[20 µM]	1	7	-4	2	-5	7
CN(C)c1ccc(P(=S)(N(C)C)N(C)C)cc1	8	-2	-22	1	-2	1	-9	-2	12
CC(C)CCC1(CCc2ccncc2)C(=O)NC(=O)NC1=O	13	-3	-9[20 µM]	-2	0	-2	-4	5	19
CCN(CC)CCN1Cc2ccccc2C1=N	4	4	-13	-3	4	-4	-7	4	-9
CCc1sc(C(=O)N2CCC3(CC2)OCCO3)cc1Br	3	-11	-7	12	-7	6	7	2	2
COc1ccccc1N1CCN(Cc2cccc(OC)c2O)CC1	2	5	-4[20 µM]	6	2	1	-2	5	1

Structures above with four or more nitrogen atoms:
SMILES	EP2 antag	RBBP9 inh	Furin inhibitor	BaF3 parental	p97 inhibitor	Ba/F3 V617F tox	NCF1 inh	TbHK1 inh	PPC-1+TRAIL kill
CCN(CC)CCNCc1nc2ccccc2c(=O)n1-c1ccc(F)cc1	19	-11	-18	2	-7	2	-9	-2	18
Cc1ccccc1-n1c(O)c(/C=N/NC(=O)c2ccccc2O)c(=O)[nH]c1=S	6	-3	0	-4	8	-3	-166	-12	2
Nc1c(C(=O)NCCc2ccccc2)c2nc3ccccc3nc2n1CCN1CCOCC1	4	-2	-23	8	-5	2	-28	-15	21
C=CCn1c(O)c(C(C)=NCCc2c[nH]c3ccccc23)c(=O)[nH]c1=O	9	-12	-15	-2	6	-2	-8	-9	13
Nc1c(C(=O)OCC2CCCO2)c2nc3ccccc3nc2n1Cc1cccs1 (centres undefined)	8	-10	-22	8	-7	-1	-47	-18	5
CCc1cc2c(N3CCN(C)CC3)ncnc2s1	15	-4	-20[20 µM]	2	-3	-4	-17	-4	31
Cc1cccn2c(=O)c3c(nc12)N1CCC(Cc2ccccc2)CC1C1(C3)C(=O)N(C)C(=O)N(C)C1=O (centres undefined)	10	-2	-2	3	-3	-2	-189	-14	12
Cc1cc(OCc2nn[nH]n2)c2c3c(c(=O)oc2c1)CCCC3	8	4	-30	0	11	0	-6	2	10
CCCCCCn1c(O)c(C=NC2CCCCC2N)c(=O)[nH]c1=O (centres undefined)	14	1	-9	93*	-1	3	-14	39	15
N#CC(C#N)=Cc1ccc(C=C(C#N)C#N)cc1	18	-4	-9	-3	5	-1	-4	3	16
Cc1ccccc1-n1c(O)c(/C=N/N2CCOCC2)c(=O)[nH]c1=S	6	1	-9	1	6	-5	-126	-34	14
Cc1c(N=Cc2c(O)n(Cc3ccccc3)c(=O)[nH]c2=O)c(=O)n(-c2ccccc2)n1C	8	-2	9	3	2	1	-7	-20	14
O=C(c1ccc(N2CC3CC(C2)c2cccc(=O)n2C3)c([N+](=O)[O-])c1)N1CCCC1 (centres undefined)	7	-4	-26	4	3	-4	-3	0	-8
O=C(O)CCn1cc(C=C2C(=O)NC(=S)NC2=O)c(-c2cc3ccccc3oc2=O)n1	10	-3	-18	5	3	1	-53	-7	19
O=c1[nH]c(=S)n(Cc2ccc(F)cc2)c(O)c1C=NCCCn1ccnc1	10	-6	2	1	4	-2	-7	-72	2

Not all compounds are listed; the hit share may differ from the screen's.
